# phage Ecoli inh: E. coli growth loss with phage present. AID 651602. inhibition, % at 11.9 µM. growth absorbance. 360,000 tested, 0.26% active; in the data active = inhibition above about 11%
# AddAB inh: less growth of phage-infected E. coli with AddAB | E. coli expressing H. pylori AddAB, absorbance growth | inhibition, % at 11.9 µM | 330,000 tested, 0.29% active | AID 435030; in the data active = inhibition above about 12%;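 also: 0% = vehicle wells of infected cells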
# Tat transport: inhibitors of E. coli Tat protein transport; E. coli MC4100 TorA-mCherry Tat export, fluorescence; inhibition, % at 10 µM; 340,000 tested, 0.036% active;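 active = mean replicate inhibition at least 50% and at least half of replicates individually reaching 50%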;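 also: exported cargo escapes ClpAP degradation while cytoplasmic cargo is degraded and loses fluorescence; 0% = median of neutral control wells and 100% = median of NaSCN control wells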
# CAL PDZ inh: blocks peptide binding to human CAL PDZ domain; Q9HD26; purified CAL PDZ, TMR-peptide fluorescence polarization, 1 h; inhibition, % at 20 µM; 330,000 tested, 0.02% active; AID 504414;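 active = highest replicate inhibition of at least 40%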;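 also: plate controls were DMSO neutral control wells for no effect and unlabeled competitor peptide control wells for full effect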
#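 Assay system – tagged CAL PDZ protein CerCALP, purified · Timing – 1 h at RT · Compound – single point, 20 µM · Measured by – fluorescence polarization from S- and P-plane intensities, G-factor corrected · Evaluation – inhibition from polarization loss · Probe or stimulus – TMR reporter peptide T*-PRC34 · Buffer or medium – pH 7.4 phosphate-saline buffer, reducing agent, detergent, IgG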
# Wnt bcat act: activators of Wnt/beta-catenin signaling | activation, % at 9.35 µM | 300,000 tested, 1.2% active | AID 743398 | Wnt/beta-catenin reporter cell assay, activator, plate reader; in the data active = activation above about 30%, passing the limit was not always enough;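 also: 0% = neutral control wells and 100% = positive control wells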
# PvdQ acylase: P. aeruginosa PvdQ acylase inhibition. purified PvdQ acylase, fluorescence plate reader. AID 488965. 340,000 tested, 0.063% active. inhibition, % at 10 µM; in the data active = inhibition above about 30%, passing the limit was not always enough;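 also: 0% = vehicle neutral wells and 100% = reference inhibitor wells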
# Rtt109 Vps75: blocks Candida albicans Rtt109/Vps75 acetyltransferase activity; Q5AAJ8; purified Rtt109/Vps75, ThioGlo CoA-SH fluorescence, 4 h; inhibition, % at 34.9 µM; 330,000 tested, 0.16% active; AID 540336;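 active = inhibition of at least 50% in every replicate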
# Target sequence (Q5AAJ8 whole entry, looked up): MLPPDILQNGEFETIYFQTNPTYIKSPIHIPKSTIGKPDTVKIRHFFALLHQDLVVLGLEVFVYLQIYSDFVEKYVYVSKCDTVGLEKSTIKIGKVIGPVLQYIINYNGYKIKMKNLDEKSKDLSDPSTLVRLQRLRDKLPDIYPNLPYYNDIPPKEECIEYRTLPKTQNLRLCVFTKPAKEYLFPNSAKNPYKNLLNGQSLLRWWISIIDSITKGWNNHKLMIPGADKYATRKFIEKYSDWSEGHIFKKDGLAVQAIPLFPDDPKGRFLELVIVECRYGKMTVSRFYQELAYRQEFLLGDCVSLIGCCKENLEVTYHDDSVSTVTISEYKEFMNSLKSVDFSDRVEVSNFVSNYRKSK
# DAGLB inhibitor: blocks human DAGLB lipase activity. Q8NCG7. 340,000 tested, 0.059% active. inhibition, % at 5.17 µM. HEK293T DAGLB membrane lysate, EnzChek fluorogenic substrate. AID 504411; in the data active = inhibition above about 34%;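 also: 0% = enzyme with vehicle and 100% = wells lacking enzyme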
# Target sequence (Q8NCG7 whole entry, looked up): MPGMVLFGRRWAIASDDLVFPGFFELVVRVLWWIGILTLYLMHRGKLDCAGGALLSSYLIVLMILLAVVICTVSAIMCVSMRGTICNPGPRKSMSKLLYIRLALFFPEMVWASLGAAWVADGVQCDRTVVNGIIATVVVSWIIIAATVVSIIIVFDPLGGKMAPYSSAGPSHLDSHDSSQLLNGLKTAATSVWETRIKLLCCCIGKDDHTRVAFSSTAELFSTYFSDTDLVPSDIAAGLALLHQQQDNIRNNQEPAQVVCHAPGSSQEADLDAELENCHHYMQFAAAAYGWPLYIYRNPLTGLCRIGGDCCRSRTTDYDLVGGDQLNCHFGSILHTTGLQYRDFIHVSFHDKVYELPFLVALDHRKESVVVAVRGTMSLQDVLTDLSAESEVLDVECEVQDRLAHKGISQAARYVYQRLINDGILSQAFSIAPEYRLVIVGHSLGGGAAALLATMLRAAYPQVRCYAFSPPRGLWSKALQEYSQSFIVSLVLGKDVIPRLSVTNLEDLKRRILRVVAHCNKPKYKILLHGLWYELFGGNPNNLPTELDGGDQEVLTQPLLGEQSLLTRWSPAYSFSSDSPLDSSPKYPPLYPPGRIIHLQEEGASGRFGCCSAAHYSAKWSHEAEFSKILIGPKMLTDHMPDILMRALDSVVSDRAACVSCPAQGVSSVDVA
# PfHsp90 set2: growth inhibition of yeast expressing Plasmodium Hsp90 | AID 504621 | 310,000 tested, 0.32% active | inhibition, % at 9.4 µM | S. cerevisiae expressing PfHsp90, BacTiter-Glo ATP, 48 h; yeast lacking PDR1 and PDR3 efflux regulators;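 active = every replicate shows inhibition above about 80%, whatever the replicate mean, limit read from the data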;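 also: 0% = DMSO neutral controls and 100% = 20 µM radicicol positive controls; yeast relying on Plasmodium falciparum Hsp90 in place of its own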
# Ecoli viability: bacterial growth inhibition, counter-screen for AddAB inhibitors; E. coli V3065 growth, OD600 absorbance, 18 h; inhibition, % at 11.9 µM; 330,000 tested, 0.27% active; AID 449728;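 active = inhibition above the campaign's mean inhibition across all tested compounds plus 3 SD, cut at about 9.9% in these data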;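 also: uninfected addAB+ strain grown without phage in ampicillin broth; 0% = DMSO wells and 100% = ciprofloxacin 0.95 µg/ml wells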
# * hit, by the source's call; . = not tested or not shown.
# Below each SMILES – phage Ecoli inh	Tat transport	AddAB inh	PvdQ acylase	CAL PDZ inh	Rtt109 Vps75	Wnt bcat act	Ecoli viability	PfHsp90 set2	DAGLB inhibitor
(1) CN(c1ccccc1)S(=O)(=O)c1cccc(NC(=O)CSc2ncc(C(F)(F)F)cc2Cl)c1
→ 3.0	-6	4.3	15	-1.5	7	2	1.2	3	-13
(2) Cc1ccc(NC(=O)CN(C)C(=O)CSc2nccn2C)cc1
→ 1.5	6	1.1	-8	-0.4	1	-2	1.8	6	-1
(3) CN(C)c1ccc(NC(=O)C[n+]2ccccc2)cc1
→ 0.6	-15	0.8	8	0.2	1	-3	-3.2	6	1
(4) Cc1cc(NC(=O)CCc2ccc(S(=O)(=O)N3CCOCC3)cc2)n(-c2ccccc2)n1
→ 2.5	-7	-0.8	-11	-1.4	4	.	-0.1	4	-1
(5) COc1ccc(-n2c(=S)[nH]c3cc(C(=O)N4CCN(c5ccccc5)CC4)ccc3c2=O)cc1
→ -0.5	-7	0.8	-8	-0.8	-4	-4	1.3	-27	3
(6) CN1C(=O)CSC1=Nc1ccc(F)cc1
→ -3.1	9	.	-4	0.7	3	-1	.	23	3
(7) Cc1ccc(-n2c(-c3ccncc3)n[nH]c2=S)cc1
→ 4.9	4	2.0	-6	-0.3	.	-1	0.5	12	1
(8) Cc1ccc(N=CC2=C(O)CC(c3ccco3)CC2=O)cc1 (stereo unspecified)
→ -1.2	-2	0.7	-7	-0.7	9	.	2.6	-9	-2
(9) N#Cc1ccc(Oc2cccnc2)cc1C#N
→ -0.1	-3	1.5	-12	-2.1	-4	1	-2.0	-13	0
(10) CCc1ccc2c(c1)c1nnc(NN)nc1n2CC
→ 4.4	-5	4.2	-11	-2.6	10	-1	1.3	-3	1
(11) CCC(C)[C@@H](C(=O)N1CCNCC1)n1cc(CCCCN)nn1 (stereo partly specified)
→ 0.1	-5	3.1	-11	-0.1	2	-2	1.7	-4	2
(12) COc1ccc(-c2nnc(-c3ccccc3)o2)cc1OC
→ -1.3	-6	2.2	-23	-4.0	9	18	0.1	-11	-4
(13) COc1cc(C2C(C(=O)c3ccco3)=C(O)C(=O)N2c2cc(C)on2)cc(Br)c1O (stereo unspecified)
→ 1.4	8	-2.9	-4	-1.1	0	.	-1.6	-17	2
(14) CCCCCCC(=O)NNC(=O)c1c(O)c2ccccc2n(CC)c1=O
→ 5.5	-3	-0.8	6	-0.7	29	-1	0.7	-4	-5
(15) CCc1ccc(N2C(=O)c3sc4nnc(C)c(=O)n4c3C2=O)cc1
→ 0.0	14	0.6	-5	-1.1	-4	-5	0.2	1	1
(16) Nc1cccc(S(=O)(=O)c2cccc(N)c2)c1
→ 0.0	-2	-0.5	-11	0.3	-14	.	-0.6	2	-1
(17) CCCCC1(C)NC(=O)N(CC(=O)Nc2cc(S(=O)(=O)N3CCOCC3)ccc2Cl)C1=O (stereo unspecified)
→ 1.1	-1	-0.9	3	0.1	3	3	0.7	-14	1
(18) O=C(CSc1ncnc2ccccc12)NC1CCS(=O)(=O)C1 (stereo unspecified)
→ 1.5	-7	1.0	-14	-2.5	-8	0	0.5	14	1
(19) CSc1cccc(NC(=O)Nc2ccc(Cl)cc2)c1
→ 7.1	-8	4.9	-14	-1.1	-12	.	6.2	-6	-6
(20) CCCn1c(SCC(=O)c2c(N)n(C3CC3)c(=O)[nH]c2=O)nnc1-c1ccncc1
→ 1.9	1	0.1	-7	-1.3	2	4	0.2	-12	-1

# One compound at a time, as listed above:
# CCCCCCC(=O)NNC(=O)c1c(O)c2ccccc2n(CC)c1=O as listed: phage Ecoli inh = 5.5; Tat transport = -3; AddAB inh = -0.8; PvdQ acylase = 6; CAL PDZ inh = -0.7; Rtt109 Vps75 = 29; Wnt bcat act = -1; Ecoli viability = 0.7; PfHsp90 set2 = -4; DAGLB inhibitor = -5
# COc1cc(C2C(C(=O)c3ccco3)=C(O)C(=O)N2c2cc(C)on2)cc(Br)c1O (stereo unspecified) as listed: phage Ecoli inh = 1.4; Tat transport = 8; AddAB inh = -2.9; PvdQ acylase = -4; CAL PDZ inh = -1.1; Rtt109 Vps75 = 0; Wnt bcat act = .; Ecoli viability = -1.6; PfHsp90 set2 = -17; DAGLB inhibitor = 2
# CCc1ccc2c(c1)c1nnc(NN)nc1n2CC as listed: phage Ecoli inh = 4.4; Tat transport = -5; AddAB inh = 4.2; PvdQ acylase = -11; CAL PDZ inh = -2.6; Rtt109 Vps75 = 10; Wnt bcat act = -1; Ecoli viability = 1.3; PfHsp90 set2 = -3; DAGLB inhibitor = 1

# The list continues:
# Below each SMILES – phage Ecoli inh	Tat transport	AddAB inh	PvdQ acylase	CAL PDZ inh	Rtt109 Vps75	Wnt bcat act	Ecoli viability	PfHsp90 set2	DAGLB inhibitor
(21) Cc1ccccc1C(=O)Nc1ccnn1C1CCN(C2CCSCC2)CC1
→ 2.0	-8	-0.3	-10	-2.1	-4	-2	0.0	2	2
(22) O=C(NCCN1CCOCC1)c1ccccc1OCc1ccccc1
→ 4.1	-13	-1.6	-5	-0.7	-4	2	0.6	0	2
(23) CCOC(=O)c1ccc(NS(=O)(=O)c2cc3c(cc2C)NC(=O)CO3)cc1
→ 1.2	-5	1.9	3	-1.9	-2	1	-1.3	19	1
(24) CC(C)(C)OC(=O)NCCCCCc1nnc(SCc2c(F)cccc2Cl)o1
→ 1.8	10	-1.8	-10	-0.3	10	-3	-4.0	-2	-5
(25) O=C(COC(=O)c1ccco1)NCc1ccc(F)cc1
→ 3.0	-5	4.2	-15	-0.6	-27	0	1.0	-21	0
(26) Cc1c(Cl)c(C(=O)N2CCCc3ccccc32)nn1C
→ 3.5	3	-1.9	-14	.	-4	6	-0.7	8	-1
(27) N#Cc1c(/N=C/c2cc(Br)cs2)sc2c1CCC2
→ 1.4	-4	-1.6	-6	-1.2	-7	.	-0.9	10	0
(28) N/C(=N\NC(=O)c1ccc(F)cc1)c1cc2ccccc2oc1=O
→ 1.2	-2	1.4	-2	-0.7	1	7	0.2	8	0
(29) COc1ccc(N2CCN(C(=O)c3oc4ccccc4c3NC(=O)Cc3ccc(OC)c(OC)c3)CC2)cc1
→ -2.7	9	1.5	-5	-0.8	2	-2	0.2	8	8
(30) CC(C)Cn1c(N)c(C(=O)COC(=O)C2CC(=O)N(Cc3ccccc3Cl)C2)c(=O)n(C)c1=O (stereo unspecified)
→ 2.8	9	2.6	-7	-0.2	4	-2	-1.4	-6	-2
(31) CC1=C(C(=O)Nc2cccnc2)C(c2cccnc2)n2nc(-c3cccs3)nc2N1 (stereo unspecified)
→ 4.1	0	1.9	4	-0.2	12	.	1.4	1	4
(32) Cc1ccc(CNC(=O)CCc2nnc3ccc(NCCCN4CCCC4=O)nn23)cc1
→ 0.9	3	1.1	-7	-2.9	-6	-1	-0.7	-42	6
(33) Cc1ccc(C(=O)N2N=C(c3ccccc3)CC2(O)C(F)(F)F)o1 (stereo unspecified)
→ 2.9	-3	1.6	-10	-3.4	0	-1	0.1	-12	-5
(34) CCOc1ccc(NC(=O)CN(C)C(=O)CCCOc2ccc(Cl)c(C)c2)cc1OCC
→ 0.3	2	0.6	4	-2.1	29	2	0.8	-10	-1
(35) O=C(Nn1c(-c2ccc(Br)cc2)nc2ccccc2c1=O)c1ccncc1
→ 1.5	-2	1.7	-3	0.2	-3	3	-0.7	18	1
(36) Cc1cc(C)c(S(=O)(=O)N2CCCC2CNC(=O)c2ccc3c(c2)OCO3)c(C)c1 (stereo unspecified)
→ 5.3	2	2.3	11	-1.6	13	-16	-2.6	.	-3
(37) C=CCOc1ccc(C(c2c(C(=O)O)[nH]c3ccccc23)c2c(C(=O)O)[nH]c3ccccc23)cc1
→ 0.1	3	-0.8	-6	3.3	-4	1	-3.2	-3	19
(38) Cc1ccc(Cn2c(O)c(N=NC(=S)Nc3ccccc3F)c3ccccc32)cc1
→ -0.5	2	-1.7	5	-1.4	-3	-2	-2.5	10	3
(39) CCc1ccc[n+](-c2[nH]c(=O)sc2/C=N/N=C(\[O-])c2cccnc2)c1
→ 1.1	-2	1.8	-7	-0.5	11	0	0.2	-36	0
(40) Cc1ccc(S(=O)(=O)N2c3cc(C)ccc3OCC2C(C)(C)C)cc1 (stereo unspecified)
→ 4.3	-4	1.4	-5	-2.3	-3	-15	1.7	-19	-11
(41) CCOC(=O)c1sc(NC(C)=O)nc1-c1ccccc1
→ 1.5	5	2.6	-12	-3.1	-8	.	3.0	9	-2
(42) O=C(COc1ccccc1)NCC(c1ccco1)N1CCCCC1 (stereo unspecified)
→ 2.1	1	98*	10	-2.0	49	-3	98*	.	-2
(43) CCN(CC(=O)Nc1c(F)cccc1F)C(=O)CCSc1ccc(C)cc1
→ -0.1	4	-1.7	-3	-2.1	2	-4	-1.7	23	0
(44) CS(=O)(=O)Nc1cccc(C2=NN(C(=O)CCCC(=O)O)C(c3cccs3)C2)c1 (stereo unspecified)
→ 1.1	1	-1.1	-13	0.6	3	0	-1.7	-19	-4
(45) O=C(O)c1ccc(SCc2ccccc2)nc1
→ 2.9	0	-1.4	-11	-0.1	-5	12	-0.2	9	-4
(46) O=C(Nc1cccnc1)c1ccc(F)c(S(=O)(=O)N2CCOCC2)c1
→ 0.6	8	2.5	-17	-2.4	-12	-2	1.3	-3	0
(47) COc1ccc(Cl)cc1NC(=O)CCS(=O)(=O)c1cc2c(cc1C)NC(=O)CO2
→ 0.9	-6	-2.2	-1	-0.3	11	-1	-0.9	0	2
(48) C/C(=N\OC(=O)c1cccc(Cl)c1)c1sc(C)nc1C
→ -3.6	3	2.7	0	-2.3	3	.	1.6	.	-7
(49) CCOC(=O)c1nnc(-c2ccc(C)cc2)nc1Oc1ccc(Cl)cc1Cl
→ 1.4	2	3.8	-3	0.5	1	.	2.2	14	-1
(50) CC(C)C[C@@H]1NC(=O)N(CCN2CCOCC2)C1=O
→ -0.6	0	2.0	-3	-0.1	-17	0	-2.8	17	-2
(51) O=C(Nc1ccccc1C(F)(F)F)C(O)(c1ccccc1)C1CCCCC1 (stereo unspecified)
→ 1.4	3	-0.3	-3	0.8	-11	-1	0.9	9	-14
(52) C(#Cc1ccccc1)CN1CCOCC1
→ -0.5	-5	2.2	-4	-3.1	-8	-1	0.4	26	0
(53) Cc1ccc(NC(=O)c2ccc(Cl)c(S(=O)(=O)Nc3c(C)n(C)n(-c4ccccc4)c3=O)c2)cc1Cl
→ 4.0	-3	.	-13	-3.0	2	-1	.	-14	1
(54) O=C(Nc1ccccc1)C1CC(=O)N(Cc2ccccc2)C1 (stereo unspecified)
→ 1.7	-8	4.0	-12	-0.1	-3	-2	-0.9	4	-2
(55) CC(C)(C)c1ccc(OC(=O)Nc2ccc(O)c(C(=O)O)c2)cc1
→ -0.8	-16	-1.2	-3	0.4	10	-2	-3.3	-3	13
